Redox H2O2 prof – compounds producing H2O2 with reducing agent – biochemical, NIH compound library profiling, artefact control for MLSCN library redox annotation, primary screen; 0.03% of 200,000 active; AID 878; DTT-dependent redox cycling H2O2, phenol red/HRP absorbance; 100% = 100 µM peroxide control, 0% = buffer; activation, % at 10 µM;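 active = activation of at least 50% relative to the plate's high and low controls in the primary single-dose screen; inactive = activation below 50%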;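 also: compound incubated with DTT at 0.8 mM final as the reducing agent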
NF-kB neuron act – NF-kB expression increase, human neuronal cells; NF-kB reporter expression; active compounds read high; fold change at 12.5 µM; 1.6% of 190,000 active; AID 1239; in the data active = fold change above about 3.3
STAT1 act – activators of IFN-gamma induced STAT1 signaling. 2.6% of 200,000 active. AID 932. NIH 3T3 STAT1-luciferase reporter, luminescence; 100% = IFN-gamma alone, no compound. activation (% of control), % at 5.5 µM;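 active = activation above the screen-wide mean activation plus 3 SD, cut at about 130% in these data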;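 also: raw ratio to IFN-gamma control signal so 100% means no change and 0% no light; values of inactives mirror those of a sister screen read the other way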
APP 5'UTR act – APP 5'UTR luciferase reporter activation | activation, % at 2 µM | SH-SY5Y APP 5'UTR luciferase reporter, luminescence; zero percent = DMSO vehicle wells | 1% of 190,000 active;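 active = activation above a set limit, based on mean plus 3 SD of controls, cut at about 140% in these data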; also: values of inactives mirror those of a sister screen read the other way
FLuc inh counter – Photinus pyralis luciferase inhibition counter-screen. 1.5% of 200,000 active. ATPLite firefly luciferase biochemical luminescence, 10 min. inhibition, % at 10 µM;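 active = inhibition above about 50% when tested at 10 µM, limit read from the data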
Target sequence (P08659 whole entry, looked up): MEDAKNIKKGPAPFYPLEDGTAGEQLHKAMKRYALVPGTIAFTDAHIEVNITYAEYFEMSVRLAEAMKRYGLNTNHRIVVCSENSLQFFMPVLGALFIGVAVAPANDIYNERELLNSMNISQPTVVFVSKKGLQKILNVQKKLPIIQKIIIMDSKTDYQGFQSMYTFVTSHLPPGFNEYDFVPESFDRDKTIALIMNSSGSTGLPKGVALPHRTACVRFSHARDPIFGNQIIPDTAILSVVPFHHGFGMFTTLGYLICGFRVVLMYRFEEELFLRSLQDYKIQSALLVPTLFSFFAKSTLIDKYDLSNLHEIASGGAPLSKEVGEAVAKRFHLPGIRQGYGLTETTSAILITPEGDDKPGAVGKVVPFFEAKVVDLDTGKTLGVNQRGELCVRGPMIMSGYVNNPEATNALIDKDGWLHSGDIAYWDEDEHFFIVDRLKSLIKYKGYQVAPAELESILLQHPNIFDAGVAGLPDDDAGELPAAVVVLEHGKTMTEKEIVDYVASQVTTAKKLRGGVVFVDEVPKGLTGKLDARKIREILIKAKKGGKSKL
FLuc act counter – affects firefly luciferase, flagging false hits in luciferase stimulation screens | P08659 | ATPlite luciferase biochemical, luminescence, 10 min; 0 = ATP-free wells, 1 = DMSO control | activation factor at 10 µM | 200,000 tested, under 10 active;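 active = luciferase activation factor, scaled between plate controls, of at least 2 with compound at 10 µM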
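System: luciferase plus luciferin reagent, cell-free; medium: PBS as buffer for the ATP substrate; dosing: test compounds dosed from 2 mM stocks in 100% DMSO; timing: 10 min post-reagent at room temperature; measured by: luminescence measurement of luciferase light output; evaluation: luciferase activation, seen as luminescence increase over controls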
APP 5UTR inh – APP translation inhibition. SH-SY5Y APP 5'UTR-luciferase reporter, luminescence. inhibition, % at 2 µM. 0.82% of 190,000 active;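 active = inhibition above a set limit, derived from the sample mean plus 3 SD, cut at about 45% in these data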; also: values of inactives mirror those of a sister screen read the other way
Efa HMGR inh – E. faecalis class II HMG-CoA reductase inhibition. purified E. faecalis HMGR, NADPH absorbance 340 nm kinetic. 0.41% of 190,000 active. AID 1066. inhibition, % at 10 µM;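 active = inhibition above a set limit, the median over all tested compounds plus 3 SD, cut at about 9.5% in these data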;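 also: enzyme runs in reverse so mevalonate oxidation gives rising NADPH absorbance; 0% = complete reaction with DMSO and 100% = background rate lacking mevalonate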
Hsp70 activator – transcriptional activators of Hsp70 | HeLa Hsp70 promoter luciferase reporter, luminescence; scaled: vehicle 0, proteasome-inhibitor control 100% | activation, % at 10 µM | 0.04% of 200,000 active | AID 1203;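 active = activation above the mean across all tested compounds plus 3 SD, cutoff set per campaign, cut at about 5.5% in these data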;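 also: 100% = MG132 at 30 µM as the positive control and 0% = DMSO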
G6PDH counter – counter-screen for G6PDH assay hits: L. mesenteroides G6PDH inhibition; Purified L. mesenteroides G6PDH, diaphorase/resazurin coupled fluorescence, 45 min; inhibition, % at 5 µM; 0.12% of 200,000 active; AID 1020; in the data active = inhibition above about 50%
* marks the source's active call; other numbers are inactive results; · = not tested or not shown. An unsorted share of the library; overall some 5.3% were active at least once.

canonical_smiles,FLuc inh counter,APP 5UTR inh,STAT1 act,FLuc act counter,G6PDH counter,Efa HMGR inh,APP 5'UTR act,Redox H2O2 prof,Hsp70 activator,NF-kB neuron act
Cc1cccc(C(=O)Nc2sc(C)c(-c3ccccc3)c2C#N)c1,14,-27,133*,0.9,5,1,27,4.0,0.0,3.5*
CCN1CCN(c2cc(C)c3cc(NC(=S)N4CCCC4)ccc3n2)CC1,-8,3,112,1.1,1,2,-3,-2.8,0.4,0.92
COc1ccc(N(CC(=O)Nc2ccc3c(c2)OCO3)S(C)(=O)=O)c(OC)c1,-3,3,105,1,11,0,-3,-0.9,-0.3,1
CCCCOc1ccc(NC(=O)C2CC=CCC2C(=O)O)cc1 (stereo unspecified),-6,6,96,1.1,5,·,-6,-0.7,0.0,·
Cc1ccnc(NS(=O)(=O)c2ccc(NC(=O)C3CCCCC3)cc2)n1,-7,6,98,1.1,12,-1,-6,0.5,-0.1,0.95
COC(=O)Cc1[nH]nc2c1C(C1C=CCCC1)C(C#N)=C(N)O2 (stereo unspecified),-6,-5,98,1.1,4,-2,5,-0.4,-0.4,0.88
CC1=CC(=Nc2c(C)n(C)n(-c3ccccc3)c2=O)C=C(C)C1=O,13,10,91,0.9,2,-3,-10,1.0,-0.2,1.1
COc1ccc(OCC(=O)NNC(=O)c2cccnc2)cc1,0,-10,97,1,4,2,10,1.2,-0.3,0.9
Cc1cccc(NC(=O)Cc2noc3ccccc23)c1,1,-38,140*,1,6,-1,38,-0.9,-0.3,2
O=C(COC(=O)c1ccccc1Oc1ccccc1)NC1CCS(=O)(=O)C1 (stereo unspecified),-2,6,102,1,-1,0,-6,-0.3,0.0,1
NS(=O)(=O)c1ccc(CCNC(=O)CSc2nc3ccsc3c(=O)n2CCCCCC(=O)O)cc1,-3,-11,102,1,6,3,11,-0.7,-0.4,1.1
Cc1ccccc1C(=O)Nc1sc(C)c(C)c1C(=O)c1ccccc1,-2,-6,98,1,3,0,6,-3.3,-0.3,1.1
NS(=O)(=O)c1ccc(N/N=C2/CCCc3ccccc32)c([N+](=O)[O-])c1,1,8,100,1,5,-6,-7,-0.6,-0.4,·
O=C1N=c2ccccc2=C1c1sc(Nc2ccc(O)cc2)nc1O,23,-18,117,0.8,6,-1,19,1.5,0.1,0.6
COC(=O)N/N=C\c1ccc(OC(=O)c2ccco2)cc1,12,-15,102,0.9,11,1,15,1.0,0.1,1.5
CC(=O)c1cc2c(cc1NC(=O)c1ccco1)OCCO2,-6,-22,122,1.1,8,-7,22,-0.7,0.0,1.6
COC(=O)[C@H](C)NC(=O)Nc1ccc(C)c(C)c1,-10,10,103,1.1,-2,-7,-10,2.3,0.3,1.1
COc1cccc(C(=O)N/N=C/c2ccc(Oc3ccc([N+](=O)[O-])cn3)c(OC)c2)c1,-2,15,108,1,-2,-6,-15,-0.3,-0.5,0.77
COc1ccc(OCC(=O)Nc2nccs2)cc1,75*,-104,69,0.2,10,4,104,-0.5,-0.6,3.9*
COC(=O)c1cc(-c2ccccc2)c2c(=O)n(C)c(=O)n(C)c2n1,-8,-1,96,1.1,7,-5,1,-0.1,-0.1,1.1
O=C(CSc1nncn1-c1ccccc1)Nc1cc(Cl)cc(Cl)c1,-4,-6,100,1,3,-2,6,1.1,-0.4,1.1
Cc1sc(NC(=O)C2CCCCC2C(=O)O)c(C(N)=O)c1-c1ccc(C(C)C)cc1 (stereo unspecified),-5,9,107,1.1,7,-7,-9,-1.9,0.0,1.3
O=C(CCn1cnnn1)Nc1ccc(Cl)cc1Cl,-1,17,94,1,12,-2,-17,-0.2,-0.3,0.99
CC1CCN(CCOc2ccc(Cl)c(Cl)c2)CC1,-5,15,101,1.1,4,0,-15,-0.2,-0.1,1.1
O=C(CCCn1c(SCc2cccc(F)c2)nc2ccccc2c1=O)NCC1CCCO1 (stereo unspecified),-1,18,102,1,3,-4,-18,-0.7,0.0,0.84
Cc1ccc(S(=O)(=O)c2cc3c(=O)n4ccccc4nc3n(Cc3ccco3)c2=N)cc1,-8,0,94,1.1,3,-3,0,-0.1,-0.1,0.77
O=C(c1cc(-c2cccs2)nc2ccccc12)N1CCN(c2ccccc2O)CC1,13,-5,112,0.9,12,0,5,-0.8,-0.5,0.72
CCN(CCNC(=O)C1CC(=O)N(CCc2ccccc2)C1)c1ccccc1 (stereo unspecified),-6,6,102,1.1,4,1,-6,0.1,-0.4,1.2
Cc1ccc(NC(=O)CN(C)C(=O)c2ccc(S(=O)(=O)N(C)c3ccccc3)cc2)cc1,-4,-9,97,1,6,3,9,-0.7,-0.2,1.1
c1ccc(N2CCN(c3cnccn3)CC2)nc1,-6,6,100,1.1,-7,-8,-6,-0.7,-0.3,1.1
COc1ccc(C2C(C(=O)Nc3cccnc3)=C(C)Nc3nc(-c4ccco4)nn32)cc1 (stereo unspecified),-4,11,96,1,-2,5,-11,-1.0,-0.1,0.77
O=C(Nc1ccccc1N1CCOCC1)c1ccc(S(=O)(=O)NCc2ccco2)cc1,-1,6,101,1,7,-1,-6,-0.2,-0.1,0.99
COC(=O)c1c(NC(=O)CN2C(=O)NC3(CCC(C(C)(C)C)CC3)C2=O)sc2c1CCCCC2 (stereo unspecified),-1,-10,114,1,7,3,10,0.8,-0.1,0.89
CCn1c(Cn2nnc(-c3ccccc3)n2)nnc1SCC(=O)Nc1cccc(C(C)=O)c1,-1,-6,97,1,8,-3,6,-0.3,-0.4,1.1
O=C(COC(=O)c1ccccc1C(=O)c1ccccc1)NCCc1ccc(Cl)cc1Cl,-3,-11,98,1,-10,-5,11,-0.2,-0.3,0.81
COc1ccc(OC)c(NC2c3ccccc3C(=O)N2Cc2ccc3c(c2)OCO3)c1 (stereo unspecified),-10,12,97,1.1,7,-3,-12,-0.9,-0.1,1.1
COc1ccc(NS(=O)(=O)c2ccc(NC(=S)NC(=O)c3ccc(F)cc3)cc2)nn1,0,-3,102,1,-10,-3,3,-0.5,0.1,1.1
COc1ccc(CNC(=O)c2cnc3cc(C)ccn3c2=O)cc1,-4,-6,104,1,-14,-5,6,-2.2,-0.2,0.87
CC1CCN(CC(=O)Nc2ccccc2C#N)CC1,-5,24,102,1,-23,-11,-24,0.5,-0.1,1.1
C=CCn1c(Cc2cccs2)nnc1SCC(=O)Nc1ccc(C(=O)OCC)cc1,-1,47*,108,1,0,-2,-47,1.6,0.0,1.2
CC(/C=N/NC(=O)CSc1nnc(SCc2ccccc2)s1)=C\c1ccco1,12,-2,98,0.9,-28,-2,2,0.3,-0.4,1.1
Cc1cc2ncn(-c3ncnc4scc(-c5ccccc5)c34)c2cc1C,-3,-15,97,1,9,0,15,0.0,-0.3,0.92
O=C(CSc1ncccc1C(=O)O)c1ccccc1,1,-4,95,1,6,-1,4,-0.2,-0.2,1.1
C=CCCC(=O)Nc1ccc(COC(=O)N2CCOCC2)cc1,-1,-5,103,1,2,-5,5,1.6,-0.1,1.4
COc1ccc(N2CCN(C(=O)CCNC(=O)c3ccccc3)CC2)cc1,-8,2,90,1.1,-6,-4,-2,-0.5,-0.1,0.9
COc1ccccc1NC(c1cccnc1)c1ccc2cccnc2c1O (stereo unspecified),-10,-3,99,1.1,5,-1,3,1.3,-0.3,0.99
CN1/C(=C\C=Nc2ccc3ccccc3c2)C(C)(C)c2ccccc21,-2,-15,92,1,8,-2,15,0.9,0.2,0.4
Cc1ccc2c(c1)N(S(=O)(=O)c1ccc(F)cc1)C(C(C)(C)C)CO2 (stereo unspecified),-6,·,99,1.1,-15,-4,·,0.3,-0.1,0.88
CCN(CC)/C(N)=N/c1nc(C)cc(C)n1,-4,-13,97,1,8,-8,13,-1.5,-0.3,1.3
COc1ccc(NC(=O)CN(c2ccccc2)S(=O)(=O)N(C)C)cc1Cl,4,-23,97,1,-4,-3,23,-0.6,-0.1,1
O=C(COC(=O)CNC(=O)c1ccco1)NCc1ccc(F)cc1,-2,18,88,1,13,-5,-18,-1.2,-0.1,1.2
C=CCn1c(SCC(=O)Nc2ccc3c(c2)OCO3)nnc1-c1ccccc1O,4,-11,95,1,13,-7,11,-0.7,-0.1,0.93
CC1(c2ccc3noc(-c4ccc(Cl)cc4)c3c2)OCCO1,-3,·,98,1,5,-10,·,2.8,0.0,1.2
O=C(N1CCCC1)n1c(Cc2ccccc2)nc2ccccc21,-6,-10,100,1.1,4,-8,10,2.6,-0.1,0.85
COc1cc(Cl)ccc1NC(=S)N(CCCN1CCOCC1)Cc1cn(C)c2ccccc12,-11,-8,110,1.1,-8,-1,8,-0.4,0.0,0.52
COc1ccc(C(=O)OC(C(=O)c2ccccc2)c2ccccc2)cc1 (stereo unspecified),-7,-4,97,1.1,7,-1,5,2.0,-0.3,0.86
COc1ccccc1-n1c(SCC(=O)Nc2cccc(C)c2)nc2c(c1=O)SCC2,-6,-6,98,1.1,0,-7,6,-1.8,-0.1,0.75
COCCn1c(SCC(=O)Nc2cccc(S(N)(=O)=O)c2)nc2ccccc21,-7,-4,93,1.1,-4,0,4,0.0,-0.4,0.96
CCc1cc2c(NCC(=O)O)ncnc2s1,2,-5,95,1,4,-1,5,0.4,0.4,1.1
CC(=O)N(CCN(C(C)=O)c1ccccc1)c1ccccc1,-5,-16,100,1.1,7,4,16,1.8,0.0,0.99

Next results.
canonical_smiles,FLuc inh counter,APP 5UTR inh,STAT1 act,FLuc act counter,G6PDH counter,Efa HMGR inh,APP 5'UTR act,Redox H2O2 prof,Hsp70 activator,NF-kB neuron act
O=C(NCCOC12CC3CC(CC(C3)C1)C2)c1cccc(Br)c1,-5,-18,102,1,2,-5,18,2.3,-0.6,1.1
C=CCn1c(SCC(=O)Nc2cccnc2Cl)nnc1-c1ccccc1F,-3,17,92,1,0,0,-17,-0.2,-0.5,1.1
CCOC(=O)c1sc2ncn(C(CC)C(=O)OC)c(=O)c2c1C (stereo unspecified),-3,6,98,1,6,-1,-6,0.8,0.1,1.1
COc1ccc(OC)c(NC(=O)COC(=O)/C=C/c2c(C)nn(C3CCS(=O)(=O)C3)c2Cl)c1 (stereo unspecified),-7,16,96,1.1,5,-2,-16,1.9,0.1,0.8
Cc1ccc(-c2ccc(CCC(=O)O)n2CC(=O)O)cc1,3,-2,104,1,12,1,2,-0.2,-0.3,1.3
CS(=O)(=O)N1CCCC(C(=O)c2cccc(Cl)c2)C1 (stereo unspecified),1,-14,105,1,22,-3,14,-0.3,-0.2,1.2
Cc1cc(C)c[n+](-c2nc([O-])sc2C=O)c1,-6,-6,94,1.1,4,0,6,-6.0,-0.2,0.84

2 records drawn at random from the list so far:
canonical_smiles,FLuc inh counter,APP 5UTR inh,STAT1 act,FLuc act counter,G6PDH counter,Efa HMGR inh,APP 5'UTR act,Redox H2O2 prof,Hsp70 activator,NF-kB neuron act
Cc1cc(C)c[n+](-c2nc([O-])sc2C=O)c1,-6,-6,94,1.1,4,0,6,-6.0,-0.2,0.84
CCOC(=O)c1sc2ncn(C(CC)C(=O)OC)c(=O)c2c1C (stereo unspecified),-3,6,98,1,6,-1,-6,0.8,0.1,1.1

Assay outcomes: PubChem BioAssay, several laboratories
